MT1-MMP act inh: blockers of MT1-MMP proenzyme processing, primary screen, HT1080 RFP-PRO-GFP cells, GFP/RFP fluorescence. Matrix metalloproteinase-14 (Homo sapiens), P50281. GFP/RFP ratio fluorescence, overnight; percent of plate control window, DMSO zero. GFP/RFP ratio change, % at 20 µM. 360,000 tested, 0.061% active;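 active = GFP/RFP ratio change of at least 30% with cell ATP level not reduced by more than half and red fluorescence within 50% of control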; note: strong numbers were not always called active
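Assay system: HT1080 RFP-PRO-GFP cells. Benchmarks: DMSO vehicle wells and RFP-L50D-GFP reporter cell wells. Times: overnight cell settling, then overnight compound exposure, 37 °C, 5% CO2. Compound: 20 µM single dose, 1% DMSO. Read-out basis: GFP/RFP fluorescence ratio.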
CSN deneddyl inh: inhibitors of CSN-mediated cullin deneddylation, primary screen, biochemical, fluorescence polarization, uHTS; COP9 signalosome complex subunit 5 (Homo sapiens), Q92905; Purified CSN, SCF-Nedd8-OG deneddylation; inhibition, % at 12.5 µM; 360,000 tested, 0.38% active;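 active = pattern-corrected inhibition above about 35%, with an unprinted fluorescence ratio check between 0.5 and 1.5, limit read from the data, passing the limit was not always enough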;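 note: 0% = enzyme with substrate and 100% = substrate without enzyme; some results filed as inactive read as strong as hits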
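Material: human Csn5 produced in HEK293T cells; Input: enzyme 0.24 nM; Reagent: SCFSkp2-Nedd8OG substrate at 10 nM final; Dosing: 12.5 µM compound; Incubation: 90 min reaction at room temperature; Detection: fluorescence polarization of the substrate; Evaluation: % inhibition of substrate cleavage by Csn5; Control set: substrate-only high control, full reaction low control.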
eLon inh: inhibitors of E. coli Lon protease, primary screen, biochemical, fluorescence polarization. inhibition, % at 7.94 µM. purified E. coli Lon protease. 360,000 tested, 0.42% active. AID 602123, 2011; in the data active = inhibition above about 13%, passing the limit was not always enough;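 note: 0% = enzyme with probe and DMSO and 100% = no enzyme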
Rin1 Abl inh: inhibitors of Rin1-Abl protein binding, primary screen, biochemical, TR-FRET. inhibition, % at 7.35 µM. Tyrosine-protein kinase ABL1 (Homo sapiens) + Ras and Rab interactor 1 (Homo sapiens), …. 360,000 tested, 0.4% active; in the data active = inhibition above about 5%, passing the limit was not always enough
Target sequence (P00519 whole entry, looked up): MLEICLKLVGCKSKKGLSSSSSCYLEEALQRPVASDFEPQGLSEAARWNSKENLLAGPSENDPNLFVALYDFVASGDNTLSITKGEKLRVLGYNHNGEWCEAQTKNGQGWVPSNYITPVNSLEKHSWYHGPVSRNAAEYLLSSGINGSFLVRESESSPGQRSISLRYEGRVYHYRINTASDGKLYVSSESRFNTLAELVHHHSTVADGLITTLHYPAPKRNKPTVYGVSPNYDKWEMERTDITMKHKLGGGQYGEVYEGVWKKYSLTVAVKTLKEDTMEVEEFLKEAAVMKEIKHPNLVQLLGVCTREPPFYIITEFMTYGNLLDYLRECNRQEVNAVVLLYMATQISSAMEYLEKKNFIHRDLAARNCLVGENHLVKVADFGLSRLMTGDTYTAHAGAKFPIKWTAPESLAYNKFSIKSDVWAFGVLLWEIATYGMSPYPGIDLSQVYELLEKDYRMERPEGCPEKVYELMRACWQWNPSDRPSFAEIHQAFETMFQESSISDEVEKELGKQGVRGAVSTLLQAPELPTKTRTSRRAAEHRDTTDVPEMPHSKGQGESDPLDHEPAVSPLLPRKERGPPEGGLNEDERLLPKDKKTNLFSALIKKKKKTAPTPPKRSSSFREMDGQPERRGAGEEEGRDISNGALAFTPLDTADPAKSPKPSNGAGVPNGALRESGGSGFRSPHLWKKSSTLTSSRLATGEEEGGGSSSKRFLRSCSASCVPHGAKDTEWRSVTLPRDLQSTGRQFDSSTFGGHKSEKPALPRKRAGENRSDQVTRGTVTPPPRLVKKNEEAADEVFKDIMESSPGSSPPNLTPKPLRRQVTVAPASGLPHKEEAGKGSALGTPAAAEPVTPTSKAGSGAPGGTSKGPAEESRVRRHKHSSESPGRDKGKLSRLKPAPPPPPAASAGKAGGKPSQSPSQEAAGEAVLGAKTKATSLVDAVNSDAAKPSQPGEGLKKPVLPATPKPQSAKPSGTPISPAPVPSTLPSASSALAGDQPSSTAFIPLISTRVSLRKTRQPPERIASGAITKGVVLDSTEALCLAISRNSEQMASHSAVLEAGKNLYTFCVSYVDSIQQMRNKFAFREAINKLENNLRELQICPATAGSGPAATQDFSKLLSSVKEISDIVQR
Target sequence (Q13671 whole entry, looked up): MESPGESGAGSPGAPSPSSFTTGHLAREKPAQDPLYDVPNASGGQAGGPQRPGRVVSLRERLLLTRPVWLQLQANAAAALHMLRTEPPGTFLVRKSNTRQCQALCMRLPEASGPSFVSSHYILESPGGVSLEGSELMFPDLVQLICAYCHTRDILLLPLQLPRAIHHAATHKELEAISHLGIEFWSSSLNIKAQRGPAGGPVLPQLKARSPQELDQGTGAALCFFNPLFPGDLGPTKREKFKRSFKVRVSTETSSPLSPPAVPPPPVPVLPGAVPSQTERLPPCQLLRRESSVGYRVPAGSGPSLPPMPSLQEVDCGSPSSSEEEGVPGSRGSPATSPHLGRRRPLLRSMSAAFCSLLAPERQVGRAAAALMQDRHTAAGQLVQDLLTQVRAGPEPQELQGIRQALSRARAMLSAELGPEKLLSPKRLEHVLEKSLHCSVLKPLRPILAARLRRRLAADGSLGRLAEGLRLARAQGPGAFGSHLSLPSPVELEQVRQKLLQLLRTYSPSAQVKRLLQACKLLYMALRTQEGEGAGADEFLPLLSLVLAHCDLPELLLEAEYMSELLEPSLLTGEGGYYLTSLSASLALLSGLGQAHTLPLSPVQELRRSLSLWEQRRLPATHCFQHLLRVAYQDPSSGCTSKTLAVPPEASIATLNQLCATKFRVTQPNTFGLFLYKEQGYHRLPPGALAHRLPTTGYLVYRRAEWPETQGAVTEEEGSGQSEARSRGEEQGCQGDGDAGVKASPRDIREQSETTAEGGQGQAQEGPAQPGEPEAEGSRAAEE
FAS TE block: FAS thioesterase domain inhibitors, primary screen, biochemical, fluorescence intensity, uHTS; 360,000 tested, 0.67% active; recombinant FAS-TE, OMFH fluorogenic substrate, fluorescence endpoint; inhibition, % at 15 µM; AID 602261, 2012; Fatty acid synthase (Homo sapiens), P49327;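 active = compounds whose normalised, plate-corrected inhibition of enzyme fluorescence in the single-dose primary screen is 50% or more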;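 note: 0% = DMSO with enzyme and 100% = substrate without enzyme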
MsrA inh: bovine MsrA enzyme inhibitors, primary screen, biochemical, absorbance, HTS; AID 651718, 2012; 360,000 tested, 0.75% active; inhibition, % at 15.5 µM; purified bovine MsrA, absorbance read-out; in the data active = inhibition above about 4.5%;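 note: 0% = vehicle wells with enzyme and 100% = reference inhibitor wells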
Rpn11 inh: Rpn11 (PSMD14) deubiquitinase inhibitors, primary screen, biochemical, fluorescence polarization, uHTS; 26S proteasome non-ATPase regulatory subunit 14 (Homo sapiens), O00487; human 26S proteasome, Ub4-pepOG fluorescence polarization; 20S core pre-blocked with epoxomicin; calls only at 20 µM; 360,000 tested, 0.59% active;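 active = inhibition at 20 µM, scaled to each plate's controls, above about 33%, limit read from the data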
PABP1 MLLE inh: inhibitors of PABP1 MLLE–PAM2 peptide binding, primary screen, biochemical, fluorescence polarization, FITC-PAM2, GST-MLLE. Polyadenylate-binding protein 1 (Homo sapiens), P11940. inhibition, % at 20 µM. 360,000 tested, 0.36% active; in the data active = inhibition above about 35%, passing the limit was not always enough;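 note: plate controls were DMSO wells with GST-MLLE for no effect and wells lacking GST-MLLE protein for full effect; some results filed as inactive read as strong as hits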
MsrA act: bovine MsrA enzyme activators, primary screen, biochemical, absorbance, HTS; Methionine sulfoxide reductase A (Bos taurus); activation, % at 10.6 µM; AID 602163, 2012; 360,000 tested, 0.3% active; purified bovine MsrA, absorbance read-out; in the data active = activation above about 7.5%;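 note: 0% = vehicle and 100% = reference activator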
* hit, by the source's call; i = inactive; x = no result given. Rows are unselected; 3.7% or so of the library scored in one or more.

No.	molecule	Rpn11 inh	CSN deneddyl inh	eLon inh	Rin1 Abl inh	MsrA act	FAS TE block	MsrA inh	MT1-MMP act inh	PABP1 MLLE inh
1	CCOC(=O)[C@]12CCC=C1N(Cc1ccc(Cl)cc1Cl)C(=O)[C@H](CC(=O)NCCc1ccccc1OC)C2	x	-3.3	1.4	x	-0.8	19.6	0.9	-5.2	x
2	CSc1ccccc1-c1nc(-c2ccncc2)no1	i	-2.8	-1.0	-3.9	-5.1	5.8	0.8	-8.5	9.7
3	O=C(CC(NS(=O)(=O)c1ccc(Cl)cc1)c1ccco1)N1CCc2ccccc21 (configuration not stated)	i	2.2	-4.1	-3.9	-0.7	22.1	-1.3	-0.2	-7.9
4	O=S(=O)(c1ccc2ccccc2c1)N1CCN(Cc2ccccn2)CC1	i	-0.4	-1.7	0.1	-0.1	-1.7	0.5	3.2	-2.8
5	O=C(COC(=O)C1(c2ccccc2)CC1)NNC(=O)c1ccccc1	i	-0.9	-3.8	4.0	-2.7	-4.8	-0.3	6.5	-11.9
6	COc1cccc(OCCOCCN(C)CCO)c1	i	-1.4	-11.6	1.0	-1.1	-7.4	0.3	-0.1	-13.5
7	Cc1cc(O)c(/C=N/Nc2cccc(Cl)c2)c(=O)o1	i	5.3	0.3	-1.4	-6.2	-4.6	-0.3	-2.6	-6.6
8	Cn1cccc1C(=O)NCc1ccc(Cl)cc1	i	1.7	0.7	1.8	1.2	-0.2	0.8	1.0	-11.6
9	CC(=O)CCC(=O)OCC(=O)c1ccc(C(F)(F)F)cc1	i	3.9	6.5	0.5	-3.9	-1.6	-1.6	-0.2	-5.1
10	COc1ccc(/C=C(/NC(=O)c2ccc(C)cc2)C(=O)NCC2CCCO2)cc1 (configuration not stated)	i	-7.9	-3.5	0.9	-9.9	-6.9	-1.2	-3.7	6.0
11	CC1CCN(Cc2cc(=O)oc3cc4c(cc23)CCCC4)CC1	i	5.1	3.5	3.6	-2.8	34.4	-1.2	-2.3	-6.2
12	CN=C1SC(CC(=O)Nc2c(C)cccc2C)C(=O)N1/N=C/c1cccs1 (configuration not stated)	i	-3.8	-2.3	1.3	-5.1	-3.8	0.7	7.0	4.0
13	O=c1cc(NCc2ccccc2)nc2ccccn12	i	-3.3	-10.2	-2.9	-1.5	-4.0	-0.3	-0.1	2.3
14	Cc1ccc(S(=O)(=O)CC2CSc3nc(N)cc(=O)n32)cc1 (configuration not stated)	i	-2.4	-5.2	-2.5	-2.2	-4.9	0.4	-6.9	19.5
15	Cc1ccc2c(c1)N(C(=O)CCC(=O)NCc1cccnc1)CCO2	i	7.9	-3.8	-1.1	1.2	-1.3	0.3	6.5	-5.7
16	CCC1C/C(=C\c2cccnc2)C(=O)/C(=C/c2cccnc2)C1 (configuration not stated)	i	24.8	-14.0	-4.7	-4.6	-2.1	4.0	-27.2	0.3
17	CC(C)NC(=O)N(C)C[C@H]1Oc2c(NC(=O)Nc3ccccc3)cccc2C(=O)N([C@H](C)CO)C[C@@H]1C	i	-2.6	-0.9	-0.6	-6.4	15.5	-1.0	1.2	14.8
18	CC(=O)N1c2ccc(S(=O)(=O)N3CCCC(C(=O)Nc4cccc(F)c4)C3)cc2CC1C (configuration not stated)	i	-1.6	5.0	-0.4	-10.8	6.4	-1.0	-7.7	-5.7
19	CC(=O)c1cnn(-c2c(Cl)cc(Cl)cc2Cl)c1C	i	0.6	-0.2	-2.4	-5.4	-4.9	-1.0	2.6	1.2
20	O=C(Nc1ccon1)c1sc2cc(F)ccc2c1Cl	i	0.6	4.2	-13.8	-2.5	-4.5	0.8	1.7	-2.2
21	CC(C)=CCC[C@](C)(O[C@@H]1O[C@H](CO[C@@H]2OC[C@H](O[C@@H]3OC[C@@H](O)[C@H](O)[C@H]3O)[C@H](O)[C@H]2O)[C@@H](O)[C@H](O)[C@H]1O)C1CC[C@]2(C)C1[C@H](O)CC1[C@@]3(C)CC[C@H](O)C(C)(C)C3[C@@H](O)C[C@]12C (some centres not stated)	i	-0.1	-6.1	1.3	0.7	-7.4	-0.7	-1.9	-12.7
22	CN(CC(=O)Nc1ccc(Cl)c(C(F)(F)F)c1)C(=O)Cc1ccsc1	i	-4.6	14.2	-1.3	-1.4	17.8	-0.9	-1.7	-7.5
23	NC(=O)NC(=O)CSc1nc(C2CCCCC2)n(-c2ccccc2)n1	i	-1.3	-3.8	3.1	-0.8	-8.9	1.3	-2.3	-1.6
24	COC(=O)c1sccc1NC(=O)c1c(-c2ccccc2)noc1C	i	-3.2	-2.3	-1.5	-5.6	13.1	0.6	-1.5	11.8
25	CCOC(=O)CNc1cccc(C(F)(F)F)c1	i	-1.7	-7.3	2.1	-1.0	0.4	-0.6	-1.5	3.8
26	CCC1CCCCN1CCCNC(=O)c1ccc2c(c1)N(Cc1ccc(F)cc1)C(=O)c1ccccc1S2=O (configuration not stated)	i	0.4	-0.8	-0.2	-12.8	0.5	-0.6	-2.0	-17.2
27	CCn1c(CC(=O)Nc2ccc(F)cc2)nnc1SCC(=O)N1CCOCC1	i	-2.0	1.6	-3.7	-1.5	-6.0	-0.1	-1.0	3.5
28	CCN(CC)CCNC(=O)c1ccc(Cl)c(S(=O)(=O)Nc2ccccc2OC)c1	i	0.1	-2.3	0.0	-1.8	-7.8	-0.5	1.7	-3.0
29	N#C/C(=C\c1c[nH]c2ccc(Br)cc12)c1ccccn1	i	3.0	-3.5	-0.7	-2.0	0.0	1.1	2.2	-4.2
30	Cc1ccc(C)n1-c1ccc(-c2nnco2)cc1	i	4.2	8.3	-1.2	-3.2	-4.3	x	x	-6.0
31	CC(C)c1ccc(Oc2cccc3c2S(=O)(=O)N(C2CCCC2)CC(COCc2ccccc2)O3)cc1 (configuration not stated)	i	-1.9	5.8	1.4	-8.4	30.5	0.1	-3.1	4.9
32	CC1CCCC(C)N1C(=O)COc1ccc(C(=O)Nc2ccccc2N2CCOCC2)cc1 (configuration not stated)	i	-8.0	19.6*	-2.5	-0.6	6.3	-1.1	-0.7	4.9
33	CC(Oc1ccccc1)c1ccn[nH]1 (configuration not stated)	i	-1.9	-2.6	2.5	-3.5	-0.9	1.9	-1.1	4.2
34	O=C(NC(Cc1ccccc1)C(=O)O)/C(=C/c1ccccc1)NC(=O)c1ccco1 (configuration not stated)	i	-0.5	-11.9	2.9	-2.8	-4.8	0.8	1.7	14.1
35	CCCCC1CCC(C(=O)N(CCCC)c2c(N)n(CCCC)c(=O)[nH]c2=O)CC1 (configuration not stated)	i	7.4	5.7	-3.5	-2.9	-4.9	0.5	-14.4	-2.7
36	Cn1nnnc1SCCNS(=O)(=O)c1ccccc1	i	2.4	-1.6	-3.4	-3.9	-7.5	-1.4	-4.4	-1.4
37	CCOc1ccccc1C(=O)N(Cc1ccc(C)o1)C1CCS(=O)(=O)C1 (configuration not stated)	i	1.3	-1.9	1.7	-3.8	-5.4	1.6	3.2	4.4
38	Cc1ccc(NC(=O)CN(C)C(=O)CCCN2C(=O)c3ccccc3C2=O)cc1	i	0.8	-13.0	3.2	1.1	-3.3	0.1	-2.1	-17.7
39	CSc1ccc(CN2CCC2(C)C(=O)Nc2cccc(Oc3ccccc3)c2)cc1 (configuration not stated)	i	-1.7	-2.5	-5.6	-2.0	16.8	0.1	-3.5	4.7
40	CCOC(=O)Nc1ccc(S(=O)(=O)N2CCC(c3nc4ccccc4[nH]3)CC2)cc1	i	0.8	8.7	-1.2	-5.6	-0.3	-0.6	-7.0	0.3
41	CCOC(=O)C1CCN(c2c(NCCCN3CCCCC3)c(=O)c2=O)CC1	i	4.8	-7.1	-3.7	-0.1	-3.3	-0.4	3.5	-2.5
42	C[C@H]1CC[C@]2(O[C@H](CCO)C[C@H](O)[C@H]2O)O1	i	0.1	-0.9	-0.4	-4.0	-9.7	0.9	-0.8	14.3
43	C=CCN1CC2(c3ccccc3)CN(CC=C)CC(c3ccccc3)(C1)C2=O	i	-3.4	-9.0	-0.7	-2.1	-1.9	1.3	-4.1	8.4
44	CCCC1S/C(=N/N=C/c2ccc(OC)cc2)N(Cc2ccc(OC)cc2)C1=O (configuration not stated)	i	4.3	5.2	-6.4	-0.7	25.2	-0.6	1.6	-11.8
45	Cc1c(CCO)sc[n+]1CC(=O)OCCC12CC3CC(CC(C3)C1)C2	i	-3.0	-4.3	2.3	0.2	-1.1	0.3	-4.6	29.7
46	COc1ccccc1NC(=S)N(Cc1ccco1)Cc1cc2cc(C)c(C)cc2[nH]c1=O	i	8.1	-3.5	-0.5	-6.5	17.2	1.1	-9.6	-81.8
47	CC(=O)N1CSCC1C(=O)O (configuration not stated)	i	-2.2	0.8	1.1	2.0	-1.8	0.1	-0.5	5.5

Full records as entered above.
`CCOC(=O)Nc1ccc(S(=O)(=O)N2CCC(c3nc4ccccc4[nH]3)CC2)cc1` as listed: Rpn11 inh: i; CSN deneddyl inh: 0.8; eLon inh: 8.7; Rin1 Abl inh: -1.2; MsrA act: -5.6; FAS TE block: -0.3; MsrA inh: -0.6; MT1-MMP act inh: -7.0; PABP1 MLLE inh: 0.3
`CC(C)c1ccc(Oc2cccc3c2S(=O)(=O)N(C2CCCC2)CC(COCc2ccccc2)O3)cc1` (configuration not stated) as listed: Rpn11 inh: i; CSN deneddyl inh: -1.9; eLon inh: 5.8; Rin1 Abl inh: 1.4; MsrA act: -8.4; FAS TE block: 30.5; MsrA inh: 0.1; MT1-MMP act inh: -3.1; PABP1 MLLE inh: 4.9

High-throughput results: PubChem BioAssay, several laboratories
